C-LANA FP: inhibitors of KSHV C-LANA binding to DNA, primary screen, biochemical, fluorescence polarization, FAM-LBS DNA, MBP-C-LANA, single point; Kaposi's sarcoma herpesvirus LANA C-terminal domain (residues 932-1162) DNA binding; inhibition, % at 9 µM; hit rate 0.078% among 340,000; AID 504423, 2011;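 active = highest replicate inhibition at or above 60% at 9 µM, even if other replicates fall short; inactive = all replicates below 60% inhibition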;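 note: 0% = neutral control wells and 100% = 4 µM acridine orange control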
V-ATPase pHluor: regulators of yeast V-ATPase proton pumping, primary screen, pHLuorin cytosolic pH fluorescence | AID 504577, 2011 | response, % at 10 µM | hit rate 0.37% among 350,000 | S. cerevisiae; in the data active = response mostly above about 7.3%, no sharp cut-off; inactive = mostly below about 5.4%; note: actives read high; inactives centre near 0; some compounds called inactive have numbers as strong as hits; reference of the scale not given here
Arr AP2 block: inhibitors of beta-arrestin/AP2 binding, primary screen, biochemical, GPCR trafficking, flow cytometry | beta-arrestin 1 C-terminal peptide binding to AP2 beta2-adaptin appendage (human) | AID 504490, 2011 | hit rate 0.31% among 340,000 | inhibition, % at 10 µM | FITC-arrestin peptide / GST-AP2 beads; AP2 beta2 appendage carries R879A mutation;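 active = inhibition above a set limit, near 3 SD of compounds lacking own fluorescence, cut at about 54% in these data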;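 note: plate controls were DMSO wells for no effect and 5 µM unlabelled arrestin peptide for full effect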
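Material – GST-tagged AP2 beta2-adaptin appendage (R879A) on 4 µm glutathione beads · Probe or stimulus – fluorescein-tagged arrestin peptide at 50 nM final · Timing – 12 min plus 1 h, RT · Detection – bead flow cytometry, FITC channel · Read-out basis – inhibition as reduced fluorescein signal on beads, percent · Medium – PBS plus Tween 20 (0.05%) and BSA (0.1%)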
OPRM1-OPRD1 inv: inverse agonists of MOR-DOR heterodimerization, primary screen, cell-based, luminescence; inhibition, % at 9.3 µM; hit rate 0.21% among 340,000; cell-based MOR-DOR heterodimer luminescence, inverse agonism; Mu-type opioid receptor (Homo sapiens) + Delta-type opioid receptor (Homo sapiens), …; in the data active = inhibition above about 22%, passing the limit was not always enough;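 note: 0% = cells with DMSO and 100% = wells without cells with DMSO; values of inactives mirror those of a sister screen read the other way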
RTF Ca sens act: cardiac RTF calcium sensitivity activators, primary screen, biochemical, IANBD-TnC fluorescence, EC20 calcium. Troponin I, cardiac muscle (Homo sapiens) + Troponin T, cardiac muscle (Homo sapiens) + …. IANBD-labeled TnC RTF fluorescence at EC20 calcium; 0% EC20 calcium, 100% full calcium. activation, % at 7.2 µM. hit rate 0.24% among 340,000. AID 493008, 2010;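 active = activation above the mean over all tested compounds plus 3 SD, cut at about 30% in these data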;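 note: rise in fluorescence read as greater calcium sensitivity of cardiac thin filaments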
RTF Ca sens inh: cardiac RTF calcium sensitivity inhibitors, primary screen, biochemical, IANBD-TnC fluorescence, EC70 calcium | Troponin I, cardiac muscle (Homo sapiens) + Troponin T, cardiac muscle (Homo sapiens) + … | IANBD-labeled cardiac RTF, Ca2+ fluorescence | inhibition, % at 7.15 µM | hit rate 0.12% among 340,000 | AID 493244, 2011;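 active = inhibition above the mean inhibition of all tested compounds plus 3 SD, cut at about 17% in these data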;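 note: assay run at fixed EC70 calcium of 1.6 mM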
Wnt act: Wnt/beta-catenin pathway activators, primary screen, cell-based, plate reader, single point; Wnt/beta-catenin reporter cell assay, activator; activation, % at 9.35 µM; hit rate 1.2% among 300,000; in the data active = activation above about 30%, passing the limit was not always enough; inconclusive = no clear call, values can overlap the other calls;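 note: 0% = neutral control wells and 100% = positive control wells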
Keap1-Nrf2 PPI: Keap1-Nrf2 protein-protein interaction inhibitors, primary screen, biochemical, fluorescence polarization, single point; Kelch-like ECH-associated protein 1 (Homo sapiens), Q14145; Keap1 Kelch-Nrf2 peptide fluorescence polarization, 1536-well; inhibition, % at 9.4 µM; hit rate 0.15% among 340,000; AID 504523, 2011; in the data active = inhibition above about 12%; inconclusive = no clear call, values can overlap the other calls; inactive = below about 7.3%;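 note: human Keap1 Kelch domain with fluorescein labeled Nrf2 9mer peptide probe; 0% = neutral control wells and 100% = peptide positive control; higher means more block of Keap1 binding to Nrf2 peptide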
MOR-DOR ag: agonists of OPRM1-OPRD1 heterodimerization, primary screen, cell-based, luminescence; hit rate 0.3% among 340,000; cells; Mu-type opioid receptor (Homo sapiens) + Delta-type opioid receptor (Homo sapiens), …; activation, % at 9.3 µM; in the data active = activation above about 18%;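 note: 0% = vehicle-treated cells and 100% = reference agonist; values of inactives mirror those of a sister screen read the other way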
DSG3 Ab inh: inhibitors of pemphigus antibody binding to DSG3, primary screen, biochemical, bead-based, flow cytometry, scFv-GFP; DSG3-coupled beads, scFv-anti-DSG3-GFP binding; hits give low values; AID 588358, 2011; binding (percent of control), % at 10 µM; hit rate 0.48% among 310,000;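 active = binding more than 3 SD below its plate's average and above zero; inconclusive = below that plate limit but binding exactly zero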;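 note: hits lower antibody fragment binding to DSG3; some compounds called inactive have numbers as strong as hits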
Target sequence (P32926 whole entry, looked up, the tested form may be a part): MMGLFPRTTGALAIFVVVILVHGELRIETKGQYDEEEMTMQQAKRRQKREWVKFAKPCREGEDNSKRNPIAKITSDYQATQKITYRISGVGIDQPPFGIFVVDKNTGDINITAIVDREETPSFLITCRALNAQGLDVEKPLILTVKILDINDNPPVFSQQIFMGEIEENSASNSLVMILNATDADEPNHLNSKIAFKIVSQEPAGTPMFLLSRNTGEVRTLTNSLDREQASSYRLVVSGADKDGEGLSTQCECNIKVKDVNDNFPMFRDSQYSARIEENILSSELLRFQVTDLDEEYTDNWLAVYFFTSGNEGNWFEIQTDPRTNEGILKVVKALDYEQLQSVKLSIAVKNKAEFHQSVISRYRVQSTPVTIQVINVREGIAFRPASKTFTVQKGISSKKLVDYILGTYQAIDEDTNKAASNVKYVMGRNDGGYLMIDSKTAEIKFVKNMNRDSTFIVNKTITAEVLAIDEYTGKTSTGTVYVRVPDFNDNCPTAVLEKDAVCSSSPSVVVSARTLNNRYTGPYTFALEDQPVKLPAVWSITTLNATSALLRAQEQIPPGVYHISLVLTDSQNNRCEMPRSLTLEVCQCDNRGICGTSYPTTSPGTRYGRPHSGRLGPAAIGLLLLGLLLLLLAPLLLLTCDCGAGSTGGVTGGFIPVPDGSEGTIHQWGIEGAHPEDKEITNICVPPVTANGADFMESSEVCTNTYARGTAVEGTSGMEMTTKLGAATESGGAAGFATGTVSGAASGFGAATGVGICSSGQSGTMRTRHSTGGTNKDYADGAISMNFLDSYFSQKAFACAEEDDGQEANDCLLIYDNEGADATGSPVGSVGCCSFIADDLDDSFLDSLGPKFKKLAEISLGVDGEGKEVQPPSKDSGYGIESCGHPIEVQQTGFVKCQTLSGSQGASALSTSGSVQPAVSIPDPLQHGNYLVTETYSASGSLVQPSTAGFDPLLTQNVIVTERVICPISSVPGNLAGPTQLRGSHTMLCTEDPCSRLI
The depositor's hits bear a star; ? = inconclusive; nt = no result given.

SMILES | C-LANA FP | V-ATPase pHluor | Arr AP2 block | OPRM1-OPRD1 inv | RTF Ca sens act | RTF Ca sens inh | Wnt act | Keap1-Nrf2 PPI | MOR-DOR ag | DSG3 Ab inh
O=c1nccc(N/N=C/c2ccccc2)[nH]1 | 1.6 | -1 | 7 | 2 | 4 | -8 | 6 | -1 | -0.5 | 95
O=C(COC(=O)COc1ccccc1)NC1CCS(=O)(=O)C1 (centres undefined) | -3.4 | 10 | 0 | 17 | 5 | -3 | -2 | -4 | -3.3 | 123
CC1(C)Oc2ccc3ccc(=O)oc3c2/C(=C/Nc2ccccc2)C1=O | -0.1 | 2 | 12 | -11 | 1 | -7 | 4 | 3 | 2.0 | 88
O=C(Nc1ccccc1C(F)(F)F)N1CCCCCC1 | 0.3 | -2 | 2 | 9 | 9 | -9 | 4 | 2 | -1.6 | 98
COc1ccc(-c2nc(-c3ccncc3)no2)c(OC)c1 | 6.6 | -1 | -5 | 17 | -1 | -14 | 11 | 2 | -3.4 | 109
O=C(CN1CCN(C(=O)C2CCCO2)CC1)Nc1ccc(Br)cc1 (centres undefined) | -1.4 | -2 | 1 | 16 | 1 | -10 | 1 | 0 | -2.4 | 101
CCCn1nnc(NC(=S)NC(=O)c2ccccc2OC)n1 | -3.9 | -4 | -6 | 21 | 5 | -12 | 11 | -2 | -5.1 | nt
Cc1cc(C(=O)NCCc2ccccc2)ccc1[N+](=O)[O-] | -0.4 | 1 | -3 | 6 | -5 | -6 | 17 | -2 | -1.0 | 102
Cc1cc(=O)cc(C)n1-c1ccc(F)cc1F | -2.4 | -5 | -2 | 12 | 4 | -4 | 0 | -3 | -2.4 | 104
CCN(CC)C(=O)C1CCCN(Cc2ccccc2C(F)(F)F)C1 (centres undefined) | -0.7 | -3 | 4 | 8 | -2 | 0 | 0 | 5 | -1.6 | 99
CC(Sc1nnnn1-c1ccccc1)C(=O)NC1CCCC1 (centres undefined) | 0.7 | 2 | -5 | 4 | -3 | -5 | -5 | -3 | -1.1 | 103
c1ccc(CN(CCN2CCOCC2)Cc2ccccc2)cc1 | 4.1 | 1 | 14 | 10 | -1 | -8 | -2 | -1 | -2.0 | 122
COc1cccc(C2=CC(=O)CC(C)(C)C2)n1 | 0.2 | 2 | -4 | 9 | 0 | -5 | -3 | -2 | -1.7 | 100
COc1cccc(NC(=O)CSc2nnc(CNC(=O)c3ccccc3F)o2)c1 | 1.4 | 1 | -5 | 10 | -4 | -7 | -2 | -6 | -1.9 | 105
Cc1ccc[n+](CC(=O)Nc2nc3ccccc3s2)c1 | 0.2 | 4 | 7 | -3 | 6 | -23 | -2 | -4 | 0.6 | 93
O=C(O)CCn1c(-c2ccccc2)cc2ccccc21 | 1.3 | 0 | 4 | 5 | 5 | -3 | 0 | -1 | -1.1 | 101
Cc1[nH]oc(=O)c1N=Nc1ccccc1 | 0.8 | 0 | -6 | -39 | -2 | -6 | -3 | 6 | 6.5 | 104
COc1ccc(COC(=O)CCN=C2NS(=O)(=O)c3ccccc32)cc1F | 0.8 | 2 | -11 | 1 | -1 | -14 | -3 | -2 | -0.2 | 104
c1ccc(C[n+]2cccc(-c3ccccc3)c2)cc1 | 0.5 | 3 | 0 | 2 | 2 | -10 | nt | -1 | -0.4 | nt
Cc1ccc(C(=O)NS(=O)(=O)c2ccc(N=NN(C)C)cc2)cc1 | -0.7 | 1 | 4 | 3 | 2 | -9 | -9 | -3 | -0.7 | 106
C=CCn1c(CNc2ccc(C)cc2)nnc1SCC(=O)N/N=C/c1ccc(O)cc1O | 0.1 | 2 | -1 | 8 | 5 | -7 | -1 | 1 | -1.9 | 97
COc1cccc(C(=O)N2c3ccccc3Sc3ccccc32)c1 | 1.5 | -2 | 1 | -39 | -4 | -6 | -1 | -2 | 6.5 | 98
O=C(/C=C/c1ccccc1)Nc1ccc(CN2CCOCC2)cc1 | -0.3 | -2 | -12 | 5 | -2 | -4 | 12 | -1 | -1.0 | 97
CC(C)C(NC(=O)OCc1ccccc1)C(=O)O (centres undefined) | -0.2 | -2 | -5 | -3 | 7 | 3 | 4 | -3 | 0.6 | 98
C/C(=N/NC(=O)CCC(=O)Nc1cccc(Cl)c1)c1ccc(C)cc1 | -0.3 | -3 | 4 | 12 | 2 | -13 | 2 | 2 | -2.0 | 100

Reprinted from the part before: 6 entries, then new ones.
SMILES | C-LANA FP | V-ATPase pHluor | Arr AP2 block | OPRM1-OPRD1 inv | RTF Ca sens act | RTF Ca sens inh | Wnt act | Keap1-Nrf2 PPI | MOR-DOR ag | DSG3 Ab inh
Cc1ccc(C(=O)NS(=O)(=O)c2ccc(N=NN(C)C)cc2)cc1 | -0.7 | 1 | 4 | 3 | 2 | -9 | -9 | -3 | -0.7 | 106
C=CCn1c(CNc2ccc(C)cc2)nnc1SCC(=O)N/N=C/c1ccc(O)cc1O | 0.1 | 2 | -1 | 8 | 5 | -7 | -1 | 1 | -1.9 | 97
COc1cccc(C(=O)N2c3ccccc3Sc3ccccc32)c1 | 1.5 | -2 | 1 | -39 | -4 | -6 | -1 | -2 | 6.5 | 98
O=C(/C=C/c1ccccc1)Nc1ccc(CN2CCOCC2)cc1 | -0.3 | -2 | -12 | 5 | -2 | -4 | 12 | -1 | -1.0 | 97
CC(C)C(NC(=O)OCc1ccccc1)C(=O)O (centres undefined) | -0.2 | -2 | -5 | -3 | 7 | 3 | 4 | -3 | 0.6 | 98
C/C(=N/NC(=O)CCC(=O)Nc1cccc(Cl)c1)c1ccc(C)cc1 | -0.3 | -3 | 4 | 12 | 2 | -13 | 2 | 2 | -2.0 | 100
O=C(O)CCC(=O)Nc1ccc(C(=O)OCC(=O)c2ccc(Cl)cc2)cc1 | 0.9 | 3 | -7 | 10 | -3 | 5 | -1 | -2 | -2.1 | 107
Cc1onc(-c2ccccc2)c1C(=O)OCC(=O)NC(C)c1ccc(Cl)cc1 (centres undefined) | 2.9 | 0 | 8 | -21 | -4 | -4 | -4 | 0 | 5.1 | 101
O=C(CS(=O)c1cccc(C(F)(F)F)c1)Nc1ccccc1Cl (centres undefined) | 3.4 | -3 | 8 | 11 | -5 | -9 | -3 | 0 | -2.2 | 98
Cc1ccsc1C(=O)OCC(=O)Nc1cccc(S(=O)(=O)N2CCOCC2)c1 | 0.5 | -1 | 4 | -10 | -1 | -9 | 6 | -1 | 1.4 | 105
COc1ccc(-c2nc(CN3CCC(C(=O)N4CCOCC4)CC3)c(C)o2)cc1C | 1.1 | 3 | -7 | 9 | -4 | -9 | -1 | -3 | -1.6 | nt
CCOC(=O)Nc1ccc2c(c1)N(C(=O)N(CC)CC)c1ccccc1CC2 | -1.1 | 1 | 5 | -3 | -1 | -5 | 0 | -1 | 0.5 | nt
Cc1ccc(NS(=O)(=O)c2ccc(C(=O)NCCN3CCOCC3)cc2)cc1 | 1.2 | -1 | 15 | 5 | -2 | 2 | -4 | -3 | -1.0 | 94
Cc1ccc(-c2nc(C#N)c(NCCCn3ccnc3)o2)cc1 | 0.5 | -3 | -21 | 0 | 1 | -2 | 22 | ? | 0.0 | 66*
O=C(CN1CCN(C(=O)c2ccccc2)CC1)Nc1ccc(Br)cn1 | -0.8 | -2 | 10 | -2 | 3 | -8 | nt | -4 | 0.3 | 104
COc1ccc(CN2C(=O)CN=C2Nc2cc(C)ccc2C)cc1 | -2.6 | -3 | 11 | -1 | 2 | 5 | nt | 3 | 0.2 | 101
O=[N+]([O-])c1nn(-c2ccc3c(c2)OCCO3)n(O)c1=NC1CCN(Cc2ccccc2)CC1 | -1.0 | -1 | 2 | -9 | 1 | -21 | -9 | -2 | 1.4 | 85
CCOc1ccc2ncc(S(=O)(=O)c3ccccc3)c(N3CCN(c4ccc(OC)cc4)CC3)c2c1 | -0.6 | 0 | 4 | 4 | 7 | -13 | -1 | -5 | -0.8 | nt
COc1ccccc1CNC(=O)CNC(=O)c1cn(-c2ccccc2OC)c(=O)c2ccccc12 | 1.0 | 0 | -13 | 8 | -3 | -11 | 0 | 0 | -1.5 | 100
Cc1cc(NC(=O)Cc2ccccc2[N+](=O)[O-])no1 | -0.4 | 5 | -10 | -4 | 1 | -8 | 0 | 2 | 0.8 | 124
O=C(C[n+]1ccccc1)N1c2ccccc2Sc2ccccc21 | -0.8 | 0 | -2 | -2 | 1 | -5 | 0 | -1 | 0.4 | 101
COc1ccc(-c2cc(CC3(C(=O)O)CCN(C(=O)OC(C)(C)C)CC3)on2)c(OC)c1 | 0.8 | 3 | 14 | 0 | 2 | 5 | 2 | 4 | 0.0 | 102
CCCn1c(=O)[nH]c(=O)c2c1nc(-c1ccc(C(F)(F)F)cc1)n2CCOC | 0.3 | 3 | 20 | 13 | -4 | -6 | -2 | 1 | -2.5 | 101
CCC(Oc1cc(Cl)ccc1Cl)C(=O)NNC(=O)CCC(=O)O (centres undefined) | -1.2 | -1 | -1 | 13 | 15 | -5 | nt | 2 | -2.8 | 106
Cc1ccc(Cc2c(C)c(C#N)c3[nH]c4ccccc4n3c2=O)cc1 | 0.6 | -2 | 7 | -25 | 1 | -6 | 2 | 5 | 4.9 | 88
c1ccc(-c2noc(-c3cccnc3)n2)nc1 | -2.2 | 5 | 1 | 14 | -3 | 2 | 20 | -5 | -2.3 | 112
CCOc1ccc2nc(NC(=O)C3CCCN(S(=O)(=O)c4c(C)noc4C)C3)sc2c1 (centres undefined) | 0.1 | -1 | 11 | -39 | -6 | -8 | 4 | 2 | 7.5 | 100
